# Source: PubChem BioAssay (several laboratories)
# NPY2 pot ag – potentiates or activates human NPY-Y2 receptor | cells expressing NPY-Y2, potentiator/agonist read-out | 0.45% of 220,000 active | activation, % at 3.6 µM; in the data active = activation above about 27%;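 also: cells stimulated with NPY near EC25 plus isoproterenol at EC100; 0% = vehicle plus submaximal agonist and 100% = vehicle plus saturating agonist; some results beyond the cut were filed as inactive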
# Target sequence (P49146 whole entry, looked up): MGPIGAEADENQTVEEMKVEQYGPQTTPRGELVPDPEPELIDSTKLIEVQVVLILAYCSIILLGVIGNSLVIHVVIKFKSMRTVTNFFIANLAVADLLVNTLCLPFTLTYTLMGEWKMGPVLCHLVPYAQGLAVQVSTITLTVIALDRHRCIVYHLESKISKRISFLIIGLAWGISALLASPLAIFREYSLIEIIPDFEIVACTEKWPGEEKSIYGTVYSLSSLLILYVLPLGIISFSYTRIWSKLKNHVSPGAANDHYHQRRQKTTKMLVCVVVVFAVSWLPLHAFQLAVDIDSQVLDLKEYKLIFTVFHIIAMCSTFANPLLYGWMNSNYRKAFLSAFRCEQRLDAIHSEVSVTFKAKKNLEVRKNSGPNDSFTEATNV
# BaF3 tox – counter-screen for JAK2V617F inhibitors: parental Ba/F3 viability inhibitors | CellTiter-Glo ATP luminescence | inhibition, % at 5.6 µM | 1.1% of 220,000 active | AID 1486;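 active = inhibition above a per-campaign cutoff, the mean inhibition of all tested compounds plus 3 SD, cut at about 27% in these data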;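 also: 0% = DMSO wells and 100% = JAK Inhibitor I control wells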
# S1P4 ag – human S1P4 receptor agonism; O95977; S1P4-expressing cell line, agonist reporter assay; activation, % at 4.98 µM; 0.35% of 220,000 active; AID 1509; in the data active = activation above about 11%;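 also: 0% = DMSO vehicle and 100% = reference agonist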
# Target sequence (O95977 whole entry, looked up): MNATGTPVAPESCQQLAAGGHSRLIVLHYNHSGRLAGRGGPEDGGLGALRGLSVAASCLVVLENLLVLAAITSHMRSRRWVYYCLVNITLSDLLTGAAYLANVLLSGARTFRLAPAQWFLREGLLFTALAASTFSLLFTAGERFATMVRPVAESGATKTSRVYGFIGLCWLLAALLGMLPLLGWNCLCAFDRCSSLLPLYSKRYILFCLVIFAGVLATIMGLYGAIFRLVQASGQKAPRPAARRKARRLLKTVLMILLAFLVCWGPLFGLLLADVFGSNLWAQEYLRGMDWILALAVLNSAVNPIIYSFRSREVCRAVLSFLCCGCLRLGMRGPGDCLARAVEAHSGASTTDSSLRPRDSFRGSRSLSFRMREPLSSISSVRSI
# Runt-CBFb FRET – inhibitors of human RUNX1 Runt domain binding to CBFb; Cerulean-Runt/Venus-CBFb FRET ratio 530/480, 1 h; inhibition, % at 20 µM; 0.46% of 220,000 active; AID 1496; Q01196+Q13951;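 active = inhibition over about 50% at 20 µM in the single-dose screen, limit read from the data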;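 also: 0% = DMSO wells and 100% = excess unlabeled CBFb competitor control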
#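 Measured by: fluorescence energy transfer, 422 nm excitation, 530/480 nm emission; test system: Cerulean-tagged RUNX1 Runt domain (FRET donor) fusion protein; buffer or medium: Tris pH 7.5 buffer with BSA; compound: one dose, 20 µM compound, 1% DMSO; times: two 1 h room-temperature incubations shielded from light; benchmarks: unlabeled CBFb 5 µM, positive control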
# NPY1 pot ag – potentiators or agonists of human neuropeptide Y receptor Y1 | NPY-Y1 expressing cells, potentiator/agonist activation | 0.37% of 220,000 active | activation, % at 3.6 µM | P25929; in the data active = activation above about 33%, passing the limit was not always enough;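 also: cells stimulated with NPY at EC10 then isoproterenol at EC100; 0% = low agonist plus stimulus and 100% = saturating agonist plus stimulus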
# Ba/F3 V617F tox – reduce viability of Ba/F3 cells dependent on JAK2V617F; Ba/F3 EpoR-JAK2V617F viability, ATP luminescence; inhibition, % at 5.6 µM; 1.1% of 220,000 active;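 active = inhibition above the campaign mean plus 3 SD over all tested compounds, cut at about 24% in these data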;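 also: cytokine-independent growth of Ba/F3 cells driven by EpoR plus mutant JAK2; 0% = DMSO-treated cells and 100% = JAK inhibitor I control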
# NPY-Y1 antag – antagonists of human neuropeptide Y receptor Y1. P25929. HEK293-CNG Y1 cells, membrane potential fluorescence; NPY at EC95, then isoproterenol. inhibition, % at 3.6 µM. 1% of 200,000 active. AID 1040;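 active = inhibition above the campaign mean inhibition of all tested compounds plus 3 SD, cut at about 20% in these data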;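 also: 0% = DMSO wells given NPY plus isoproterenol and 100% = isoproterenol alone without NPY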
#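 Material: HEK293 Y1/CNG channel cell line; also added: NPY (25 nM), isoproterenol (1 µM), Ro 20-1724 (25 µM); doses: one concentration, 3.6 µM, in 0.4% DMSO; schedule: compound incubation 1 h at room temperature, readout 45 min post-stimulation; technique: membrane potential fluorescence; measure: fluorescence ratio normalized to % inhibition between controls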
# RBBP9 inh – blocks human serine hydrolase RBBP9; recombinant RBBP9, FP-Rh probe fluorescence polarization; inhibition, % at 7.94 µM; 0.2% of 220,000 active;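 active = inhibition above the campaign mean of all tested compounds plus 3 SD, cut at about 14% in these data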;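 also: plate controls were DMSO wells with RBBP9 for no effect and wells lacking RBBP9 protein for full effect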
# Target sequence (O75884 whole entry, looked up): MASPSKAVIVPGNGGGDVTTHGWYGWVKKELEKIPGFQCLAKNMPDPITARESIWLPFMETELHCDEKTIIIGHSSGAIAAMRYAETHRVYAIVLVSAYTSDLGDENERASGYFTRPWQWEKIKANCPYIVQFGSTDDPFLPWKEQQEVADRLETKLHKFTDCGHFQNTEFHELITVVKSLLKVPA
#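 System: RBBP9 protein | Quantity: 2.5 µM RBBP9 dispensing solution, before mixing | Reagent: FP-Rh probe, 375 nM dispensing solution | Timing: Enzyme-compound preincubation 30 min, then probe labeling 45 min, 25 °C | Measured by: Fluorescence polarization | Read-out: % inhibition | Replication: One well per compound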
# S1P4 antag – human S1P4 receptor antagonism | O95977 | S1P4-expressing cells, antagonist mode, reporter read-out | inhibition, % at 4.98 µM | 0.26% of 220,000 active; in the data active = inhibition above about 29%;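 also: 0% = wells stimulated with agonist and 100% = vehicle wells without agonist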
# * = called active by the depositor; x = not tested or not shown; & = joins results of further samples.
SMILES,NPY2 pot ag,BaF3 tox,S1P4 ag,Runt-CBFb FRET,NPY1 pot ag,Ba/F3 V617F tox,NPY-Y1 antag,RBBP9 inh,S1P4 antag
CCOc1ccccc1C(=O)N[C@H](C(=O)Nc1ccc(OC)c(S(=O)(=O)N2CCOCC2)c1)C(C)C,-0.5,4.6,1.2,-4.9,17.5,-1.1,2.0,-3.0,-17.1
CCOP(=O)(OCC)/C(=N/OC(=O)c1cccc([N+](=O)[O-])c1)C(N)=O,-7.0,-3.2,0.6,1.5,-1.8,-2.5,x,-7.2,-6.9
COc1ccc(-c2nnc(NC(=O)c3cc(Cl)ccc3Cl)o2)cc1,-7.4,5.3,-1.7,3.9,-7.2,-1.1,6.3,-7.5,-8.0
O=c1c2ccccc2c(C=NCc2ccccn2)c(O)n1-c1ccccc1,-3.5,4.2,-2.4,-0.3,-1.1,-2.2,-1.9,-8.4,-18.4
COC(=O)c1ccc(N/C(C)=C/C(=O)c2ccc(C)o2)cc1,-1.0,4.0,-0.8,-1.0,12.0,-1.8,-3.5,-7.8,-14.1
CCn1nnnc1NC(=O)c1cc(Cl)c(OC)c(Cl)c1,0.8,1.3,0.4,-1.0,2.1,-1.9,6.8,-5.6,-18.0
O=C(Oc1cccc(-c2cnc3ccccc3n2)c1)c1ccco1,-1.4,6.7,-0.3,x,-0.1,3.4,-3.1,-3.3,12.9
O=C(Cc1ccccc1)NC(NC(=S)Nc1cc(Cl)ccc1Cl)C(Cl)(Cl)Cl (centres undefined),7.2,4.2,0.9,5.5,16.8,-3.2,2.1,-13.1,-17.9
Cc1[nH]c2c(C)cccc2c1CN1CCC(CO)(Cc2ccccc2)CC1,-21.6,4.0,-2.5,-0.2,-1.6,6.9,x,-0.8,18.6
Cc1c(NC(=O)CN2C(=O)c3ccccc3S2(=O)=O)c(=O)n(-c2ccccc2)n1C,-5.2,2.2,0.0,-1.7,-33.1,-0.8,3.5,5.4,-3.9
COC(=O)NCC(C)OC(=O)Nc1cccc(Cl)c1 (centres undefined),-0.3,1.3,-0.2,-2.8,-22.4,-2.7,0.3,-6.6,9.6
CCCCCCCC(=O)NC(Nc1ccccc1OC)C(Cl)(Cl)Cl (centres undefined),14.1,0.6,-0.9,-0.9,10.1,-2.1,0.3,0.0,8.5
CCCC(=O)Nc1ccc(C(=O)N2CCCC2)cc1,11.2,3.2,3.0,-0.6,-14.8,-2.5,1.0,4.1,-16.0
CCN(Cc1ccncc1)C(=O)CCc1nnc(CCC2CCCCC2)o1,3.1,4.4,2.3,0.9,3.8,-3.5,-0.3,2.4,-5.8
Cc1cc(C)c(NC(=O)C(C)OC(=O)c2cc(Br)c(Br)s2)c(C)c1 (centres undefined),8.0,4.9,0.4,-0.5,-7.2,1.4,0.9,-8.8,-9.7
COc1ccc(C(=O)O)cc1N1C(=O)Nc2ccccc2N1O,0.4,0.9,-0.6,1.1,14.9,-2.2,9.6,1.0,-1.9
CCOCCCNC(=O)C(c1ccccc1)N(Cc1cccs1)C(=O)CNC(=O)c1ccccc1 (centres undefined),-12.2,3.2,1.5,-1.2,-2.9,-2.9,2.0,3.6,1.4
COC(=O)c1sccc1NC(=O)C1CC=CCC1C(=O)O (centres undefined),5.6,0.0,1.1,1.4,14.4,-4.8,7.8,-4.8,-9.3
COc1cc(C2C(C#N)=C(N)OC3=C2C(=O)CC(C)(C)C3)ccc1OC(=O)N1CCOCC1 (centres undefined),8.4,6.1,-2.4,1.6,2.0,-2.7,-1.6,-8.7,-8.5
CC(C)CCNc1nc2ccccc2nc1NS(=O)(=O)c1cccs1,-20.4,-2.0,0.0,0.5,13.9,1.1,x,-2.0,-1.4
O=S(=O)(c1cccc(C(F)(F)F)c1)N(CCCN1CCOCC1)Cc1cccs1,-2.4&5.8,4.6&7.3,-2.0&0.8,-2.1&-1.9,0.5&8.0,-3.3&3.1,3.8&7.8,-1.7&-4.8,-2.4&-8.8
COc1ccc(OC)c(S(=O)(=O)NCC(=O)O)c1,-3.5,-1.0,0.0,0.4,1.9,-2.5,x,-4.7,-8.3
COc1ccccc1NS(=O)(=O)c1ccc(NC(=O)c2nc3nc(C)cc(C(F)F)n3n2)cc1,7.1,2.2,0.5,-0.1,10.1,-3.2,-7.1,-12.3,-14.2
Cc1cccc(N2CCN(Cc3nc(-c4ccc(F)cc4F)oc3C)CC2)n1,-39.9,3.1,-0.1,-3.3,-5.6,-1.2,3.8,-0.4,-13.6
Nc1cccnc1-n1nc(C(F)(F)F)cc1C(F)(F)F,0.7,6.5,1.2,0.2,-2.1,-2.4,1.6,-4.0,-12.8
COc1ccc(-c2oc3ccccc3c(=O)c2OCC(=O)O)cc1,-13.9,1.6,0.8,-0.1,-12.8,1.5,2.8,-7.3,-20.1
CCC1(C)Cc2c(sc3nc(NC)n(C)c(=O)c23)CO1 (centres undefined),-2.4,3.7,0.9,2.4,0.8,-3.4,-2.7,1.5,-3.2
Nc1cc(N)nc(SCC(=O)NNC(=O)Cc2ccccc2)n1,7.4,3.8,0.1,10.1,7.5,-0.4,10.3,-6.4,-1.0
O=C(NCCCN1CCN(c2cccc(Cl)c2)CC1)C1CCC(=O)N1Cc1ccccc1Cl (centres undefined),-13.8,3.3,0.2,0.9,-5.9,-2.4,-4.5,8.4,-9.2
Cc1cccc(NC(=O)/C(=C\c2ccco2)NC(=O)c2ccccc2)c1,-10.8,1.7,-1.6,7.3,-23.3,-1.4,0.4,-8.4,2.6
CCCOc1ccc(C2C3=C(Nc4nc(N)[nH]c(=O)c42)c2ccccc2C3=O)cc1 (centres undefined),18.7,1.2,0.9,3.9,5.0,-0.4,x,3.0,-27.9
Cc1cccc(-c2nnc(SCCC(=O)N3CCOCC3)o2)c1,0.0,4.5,1.4,-2.1,-13.6,-1.6,-1.9,-4.5,4.7
C1COCCNCCOCCOCCN1,2.2,4.7,1.0,0.5,-6.2,-0.9,0.9,-2.4,-14.5
Cc1cc(NC(=O)c2cc(C3CC3)on2)n(-c2ccccc2)n1,9.2,0.0,-1.3,1.9,1.2,-1.5,6.3,-0.5,1.2
C=CCC1CCCCC12NC(=O)NC2=O (centres undefined),9.1,3.7,0.5,2.3,16.5,-4.9,6.6,-2.4,5.4
Cc1ccc(NC(=O)c2ccc(Nc3c([N+](=O)[O-])cc([N+](=O)[O-])cc3[N+](=O)[O-])cc2)cc1,3.7,6.4,0.7,-4.0,2.6,-2.1,4.2,-4.7,-3.1
c1ccc2c(c1)CC1(CCCC1)N=C2N1CCOCC1,14.2,1.0,-0.3,-0.5,13.0,-4.2,x,-0.6,-14.0
COc1ccc(C2c3ccc(O)cc3Oc3ncn4nc(-c5ccco5)nc4c32)cc1OC (centres undefined),-7.0,2.7,0.8,18.5,-10.1,5.2,x,-13.0,-9.2
CN(C)c1ccc(O)c2c1CC1CC3[C@@H](N(C)C)C(=O)C(C(N)=O)=C(O)[C@]3(O)C(=O)C1=C2O (some centres undefined),-1.4,8.8,2.1,1.8,-2.7,-3.5,1.3,12.5,-12.5
CCOC(=O)N1CCN(C(=O)c2ccc3c(c2)N(CC)CCS3)CC1,5.3,3.2,4.4,2.7,6.7,0.4,0.0,-0.6,-3.7
O=C(NCc1ccc2c(c1)OCO2)C1CCCN1C(=O)Nc1ccccc1 (centres undefined),-7.7,2.5,1.5,0.2,-14.1,-1.2,-4.5,-7.5,-11.6
CN(c1ccc(OCC(=O)OCC(=O)Nc2ccccc2)cc1)S(=O)(=O)c1cccs1,-2.9,2.8,1.9,0.4,9.8,-0.5,8.2,-5.4,-5.6
N#C/C(=C\c1ccc(Cl)s1)C(=O)N1CCN(c2ccccc2)CC1,-10.5,6.6,1.4,-3.7,9.0,0.9,0.9,-3.8,9.1
COc1ccc2nc(Nc3ccc4c(c3)OCO4)sc2c1,13.7,-0.1,-0.3,3.4,16.7,-3.9,-4.8,-6.6,9.6
COc1ccc(-n2c(=O)c3ccccc3n(CC(=O)OCc3ccccc3)c2=O)cc1OC,12.7,4.9,-1.0,-0.5,-10.9,3.1,2.1,3.2,3.3
Cc1noc(C)c1C(=O)N1CCN(CCc2ccccc2)CC1,14.7,2.4,-0.1,1.2,10.9,-4.5,1.8,1.4,-16.4
Cc1cccc(C(=O)N/N=C/c2ccc3c(c2)OCO3)n1,2.1,-0.7,0.1,-2.1,1.4,-2.0,-0.4,-5.6,3.7
COc1ccc(NC(=O)CCc2nc3ccccc3[nH]2)cc1,-13.2,-0.6,-2.0,-0.6,-31.3,1.0,4.1,-13.1,-1.0
CC(C)(C)C(=O)Cn1c(NCCO)nc2ccccc21,1.6,1.3,-2.9,2.4,-20.5,-2.4,-0.6,-2.3,-13.7
CC1CC(C)(C)CC2(C1)NC(=O)N(CC(=O)NCCc1c[nH]c3ccccc13)C2=O (centres undefined),7.1,4.0,0.5,-2.2,-3.4,4.5,1.8,-7.6,-8.7
CCOc1ccc(NC(=O)[C@@H](NC(=O)OCc2ccccc2)[C@@H](C)CC)cc1,8.6,5.1,1.6,1.1,-1.2,-0.3,2.6,-3.1,-17.4
O=C(Nc1cccc(-c2cn3ccccc3n2)c1)C1CC1,9.9,5.8,0.6,0.3,1.9,-2.2,-0.3,-7.5,4.2
CC(=O)c1c(C)[n+]([O-])c2ccc3c(non3O)c12,-11.4,5.2,1.0,-1.1,-17.5,2.6,-1.0,-5.9,-24.4
Cc1cc(C)n2[nH]c(=O)c(N=Nc3ccc(S(N)(=O)=O)cc3)c2n1,12.1,7.8,0.6,-7.4,7.1,-0.8,-1.8,-4.8,-14.5
CC(=O)Nc1cccc(NC(=O)CS(=O)(=O)c2cn(CC(=O)N3CCOCC3)c3ccccc23)c1,4.0,1.5,-1.3,-1.8,7.6,0.5,-1.8,-3.6,-4.5
OC(CNCC1COc2ccccc2O1)COCc1cccs1 (centres undefined),-9.6,6.8,-0.9,-0.5,-13.0,0.6,8.6,-5.6,-27.6

# 3 of the entries above in order of their number in S1P4 antag, largest number first.
SMILES | NPY2 pot ag | S1P4 ag | Runt-CBFb FRET | NPY1 pot ag | RBBP9 inh | S1P4 antag
Cc1cccc(C(=O)N/N=C/c2ccc3c(c2)OCO3)n1 | 2.1 | 0.1 | -2.1 | 1.4 | -5.6 | 3.7
COc1ccc(NC(=O)CCc2nc3ccccc3[nH]2)cc1 | -13.2 | -2.0 | -0.6 | -31.3 | -13.1 | -1.0
CC(C)(C)C(=O)Cn1c(NCCO)nc2ccccc21 | 1.6 | -2.9 | 2.4 | -20.5 | -2.3 | -13.7
